Screening data: PubChem BioAssay, National Center for Advancing Translational Sciences (NCATS)
TRHR agonist = agonists of human TRH receptor. 360,000 tested, 0.18% active. TRHR cells, calcium flux fluo-8, FDSS agonist mode. AID 493084. activation, % at 2 µM; in the data active = activation above about 30%; also: 0% is about no effect
Target sequence (P34981 whole entry, looked up): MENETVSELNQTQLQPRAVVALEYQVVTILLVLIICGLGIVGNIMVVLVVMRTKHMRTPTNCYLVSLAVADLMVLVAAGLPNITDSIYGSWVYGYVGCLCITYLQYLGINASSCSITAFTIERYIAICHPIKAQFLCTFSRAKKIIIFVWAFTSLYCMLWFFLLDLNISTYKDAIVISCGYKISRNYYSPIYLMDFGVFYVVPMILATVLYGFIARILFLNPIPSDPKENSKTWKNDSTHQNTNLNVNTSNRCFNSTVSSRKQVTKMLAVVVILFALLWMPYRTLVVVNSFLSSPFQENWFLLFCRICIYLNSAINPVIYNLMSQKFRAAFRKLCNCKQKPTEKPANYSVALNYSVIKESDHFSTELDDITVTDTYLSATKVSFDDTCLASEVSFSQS
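TRHR-expressing cells loaded with fluo-8 calcium dye; 23 nL library compound pin-transferred, kinetic FDSS fluorescence (Ex 480/Em 530) recorded about 180 s for agonist-induced calcium release, before a 10 nM TRH EC20 addition for potentiator mode.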
Apoferritin bind = candidate novel general anesthetic via apoferritin binding; P02791; apoferritin/1-aminoanthracene competitive binding, fluorescence; Potency, µM (top dose mostly 77.5 µM), for the others: at the highest dose activity change, negative = displacement, usual class: inhibitors; 350,000 tested, 0.074% active; AID 485281; also: potency is read from the fitted curve at half-maximal effect; % is scaled to controls: 0 for no effect and ±100 for the full control effect; nearly all actives have a fitted effect of over 20% in size
Target sequence (P02791 2-175 limits assumed): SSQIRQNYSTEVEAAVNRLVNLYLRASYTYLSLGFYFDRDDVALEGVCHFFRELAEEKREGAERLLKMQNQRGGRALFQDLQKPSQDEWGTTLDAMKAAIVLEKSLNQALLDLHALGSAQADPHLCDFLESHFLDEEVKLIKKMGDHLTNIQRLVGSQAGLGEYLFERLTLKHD
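In PBS, apoferritin at 10 uM is loaded with 1-AMA from a 50% saturated solution. After 10 min of compound exposure at ambient temperature, reduced 535 nm fluorescence indicates probe displacement.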
ERG-DNA inh = ERG Ets/DNA interaction inhibition; Potency, µM (highest dose often 76.9 µM), for inactives: at the highest dose FP activity, negative = inhibition, actives largely listed as inhibitors; P11308; AID 624246; fluorescence polarization, His-ERG Ets domain / labelled DNA; 370,000 tested, 0.028% active; active = well fitted inhibition curve with a large enough effect in the polarisation, with a control signal flat; inconclusive = small, poorly fitted or top-dose-only effect, or effect the other way, or a change in a side signal; inactive = no such curve, though single readings can be large or run the other way; the % refers to the polarisation;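 also: polarization taken with two DNA probes labelled with fluorescein and Texas red; potency is read from the fitted curve at half-maximal effect; % of control where 0% means no effect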
Target sequence (P11308 whole entry, looked up, the tested form may be a part): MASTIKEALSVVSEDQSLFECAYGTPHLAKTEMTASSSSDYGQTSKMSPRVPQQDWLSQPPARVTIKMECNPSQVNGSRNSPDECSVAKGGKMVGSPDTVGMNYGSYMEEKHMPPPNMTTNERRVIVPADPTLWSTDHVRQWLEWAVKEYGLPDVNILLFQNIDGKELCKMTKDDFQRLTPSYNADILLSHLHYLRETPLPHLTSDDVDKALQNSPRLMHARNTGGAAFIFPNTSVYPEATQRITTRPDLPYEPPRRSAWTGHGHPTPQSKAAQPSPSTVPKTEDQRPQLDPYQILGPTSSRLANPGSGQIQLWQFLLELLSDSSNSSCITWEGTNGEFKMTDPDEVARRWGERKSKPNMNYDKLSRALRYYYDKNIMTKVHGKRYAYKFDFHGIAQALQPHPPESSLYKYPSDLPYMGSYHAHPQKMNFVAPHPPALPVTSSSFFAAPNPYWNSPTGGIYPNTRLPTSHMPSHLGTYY
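His-tagged ERG Ets domain (1 uM in the protein solution; 300mM KCl, 50mM Tris-HCl, 1mM EDTA, 1mM DTT, pH 7.5) received compound, then a probe mix of 5 nM fluorescein-DNA and 100nM Texas-615-DNA. Fluorescence polarization was read for both dyes.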
BLM inh = Bloom syndrome helicase (human) inhibition; P54132; AID 2528; recombinant BLM DNA unwinding, fluorescence dequenching; Potency, µM (series often up to 56.1 µM), without a hit: at the top dose activity change, negative = inhibition, hits mostly inhibitors; 350,000 tested, 0.2% active;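 also: potency is read from the fitted curve at half-maximal effect; plate controls were vehicle for no effect and no enzyme for full effect; nearly all actives have a fitted effect of over 35% in size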
POLK inh = inhibitors of human DNA polymerase kappa; 400,000 tested, 0.53% active; purified Pol kappa, fluorescent DNA synthesis assay, 10 min; Potency, µM (top dose mostly 107 µM), without a hit: at the top dose activity, negative = inhibition, hits mostly inhibitors; AID 588579; also: potency is read from the fitted curve at half-maximal effect; % is scaled to controls: 0 for no effect and ±100 for the full control effect
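Activity was followed as the change in fluorescence between reads at 0 and 10 min after starting the reaction with 50 nM substrate. Beforehand, 10 nM polymerase had been preincubated with compound for 15 min at room temperature.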
Pol iota inh = DNA polymerase iota (human) inhibition; Q9UNA4; Pol iota fluorescent replication assay, 10 min; Potency, µM (highest dose often 115 µM), inactives show at the top dose activity, negative = inhibition, hits mostly inhibitors; 390,000 tested, 1% active; also: potency is read from the fitted curve at half-maximal effect
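Pol iota at 10 nM preincubated 15 min with compounds at room temperature; reaction started with fluorescent substrate, 50 nM final. Fluorescence read kinetically at 0 and 10 min; buffer-only wells as negative control.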
Pol beta inh = blocks human DNA polymerase beta activity; 340,000 tested, 1.3% active; P06746; Potency, µM (series often up to 114 µM), for inactives: top-dose activity change, negative = inhibition, hits mostly inhibitors; Pol beta primer extension/strand displacement, fluorescence kinetic; also: potency is read from the fitted curve at half-maximal effect; % is scaled to controls: 0 for no effect and ±100 for the full control effect
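Values derive from four-parameter Hill fits of normalized kinetic data: reads at 0 and 10 min following addition of 50 nM substrate to 10 nM Pol beta preincubated 15 min with compound.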
12-LOX inh = inhibitors of human 12S-lipoxygenase ALOX12; P18054; purified 12hLO, xylenol orange hydroperoxide absorbance; Potency, µM (top dose mostly 108 µM), without a hit: at the highest dose activity change, negative = inhibition, usual class: inhibitors; 580,000 tested, 1.1% active; AID 1671190; also: potency is read from the fitted curve at half-maximal effect; % is scaled to controls: 0 for no effect and ±100 for the full control effect
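Purified human 12hLO at 150 nM in 25 mM Hepes, 0.01% Triton X-100, pH 7.0, preincubated 15 min at room temperature with compound. Reaction started with 40 uM arachidonic acid, 30 min at room temperature. Hydroperoxide measured by Fe-xylenol orange, 573/405 nm absorbance ratio.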
APE1 inh = inhibitors of human APE1 endonuclease; recombinant APE1, TAMRA/BHQ-2 abasic DNA cleavage fluorescence; Potency, µM (top dose mostly 65.8 µM), for inactives: at the highest dose activity change, negative = inhibition, hits mostly inhibitors; 350,000 tested, 0.35% active; AID 2517;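 also: potency is read from the fitted curve at half-maximal effect; plate controls were vehicle for no effect and reference inhibitor for full effect; nearly all actives have a fitted effect of over 55% in size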
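Substrate: short duplex with […] THF abasic site, 5'-TAMRA and 3'-BHQ-2, 50 nM final. APE1 at 0.75 nM, preincubated 15 min RT with compound. Fluorescence increase from first to third read measured activity.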
Starred values were filed as active, the others as inactive; ? = inconclusive; . = not tested or not shown; & = joins results of further samples; [ ] = remark or other dose. Unless noted, calls follow the shape of the dose curve; as a rule, active = well fitted curve in the direction sought with a large enough effect; inconclusive = small, poorly fitted or top-dose-only effect, or another doubt; inactive = no such curve, though single readings can be large; an effect the other way counts as inactive or inconclusive. A portion of the library (hit frequency here may not be typical).

SMILES	TRHR agonist	Apoferritin bind	ERG-DNA inh	BLM inh	POLK inh	Pol iota inh	Pol beta inh	12-LOX inh	APE1 inh
CCCSc1nnc(NC(=O)c2nc(SC)ncc2Cl)s1	-0.1	-9%	-4%	-1%	-1%	?	3%	15%	-1%
Cc1ccc(NC2CCCN(C(=O)c3cn4cccc(C)c4n3)C2)cc1C (stereo not given)	-0.5	-22%	6%	1%	-10%	7%	-4%	0%	-2%
COc1cccc(-n2nnc3c(=O)n(Cc4ccc(Br)cc4)cnc32)c1	0.1	-13%	1%	-10%	-15%	-1%	19%	5%	-6%
C[N+]1(CCCOC(=O)C2(c3ccccc3)CCCC2)CCOCC1	-0.1	3%	-4%	4%	-3%	12%	1%	?	5%
Cc1ccc(OCCCCCCN2CCNCC2)c(Br)c1	.	.	-6%	.	-12%	91%[activator]	.	0%	.
Cc1ccc(NC(=O)C(C)Sc2nnc(C)n2CC2CCCO2)cc1 (stereo not given)	-1.9	-4%	3%	1%	-6%	-1%	14%	-4%	90%[activator]
O=C(Cn1c(=O)n(CCCC(=O)NC2CCCC2)c(=O)c2ccccc21)NCCC1=CCCCC1	0.7	-6%	10%	0%	-20%	13%	?	0%	-3%
O=S(=O)(Nc1ccc(C(F)(F)F)cc1)c1ccc2c(c1)OCCO2	1.1	?	3%	-6%	-8%	5%	0%	0%	.
Oc1cc(-n2cccn2)c(O)cc1-n1cccn1	0.1	3%	-6%	-7%	-15%	?	1%	?	-1%
CCOC(=O)c1c(C)[nH]c(C(=O)COC(=O)COc2ccc(OC)cc2)c1C	-0.4	4%	3%	-2%	-21%	31%[activator]	8%	-4%	-7%
COc1ccc(S(=O)(=O)N2CCC(C(=O)NCCc3ccccc3)CC2)cc1	-0.3	0%	5%	-3%	-2%	26%	-8%	?	53%[activator]
Cc1ccc2oc3ccccc3c(=O)c2c1	.	.	7%	.	-2%	7%	.	-2%	.
COc1cc(C(=O)N[C@@H](C)C(=O)N2CCC3(CC2)NCCc2[nH]cnc23)cc(OC)c1OC	0.2	-3%	5%	1%	-9%	24%	14%	12%	10%
CCCSc1nc(=O)c2c(n1C)NC(=O)CC2c1cccc(F)c1F (stereo not given)	-0.8	-3%	6%	-1%	-14%	18%	21%	8%	.
COc1cc(OC)cc(C(=O)NCC2CCCN(C(=O)c3oc(C)cc3C)C2)c1 (stereo not given)	-0.5	-8%	8%	1%	-2%	37%[activator]	3%	17%&14%	12%
COc1ccc(/C=N/NC(=O)CC(=O)NCc2cccnc2)c(OC)c1	0.2	?	-8%	-11%	-5%	177%[activator]	23%	29%	0%
Cc1cccn2c(/C=N/OCc3cccc(F)c3)c(-c3ccc(Cl)cc3)nc12	.	-6%	4%	-8%	-7%	17%	40%	0%	15%
CCCCOc1ccc(S(=O)(=O)Nc2ccc(-c3ccc(N4CCCCCC4)nn3)cc2)cc1	0.7	29%	-7%	-3%	-9%[60.1 µM]	25%	-21%	-25%	.
COc1cc(NC(=O)CN(C)S(=O)(=O)c2ccc(-c3ccc(=O)[nH]n3)s2)cc(OC)c1	0.0	?	8%	-4%	9%	38%[activator]	?	32%[activator]	37%
Cc1ccc(C(=O)NNC(=O)OC(C)(C)C)c(Cl)c1	-0.4	-5%	5%	-2%	0%	6%	26%	15%	4%
Cc1occc1-c1nnc(SCC(=O)NCCc2ccccc2)n1C(C)c1ccccc1 (stereo not given)	-0.1	-16%	-5%	-7%	6%	?	41%	26%	9%
O=C(NCc1ccccc1)N(Cc1nc2ccccc2c(=O)[nH]1)C1CCCC1	-0.4	-8%	-4%	-1%	-9%	2%	23%	0%	11%
CCOC(=O)c1cccnc1SCC(=O)NC(C)CC (stereo not given)	-0.1	-6%	-6%	6%	-14%	2%	3%	21%	7%
FC(F)(F)c1cccc(Cn2nnnc2-c2cccc(C(F)(F)F)c2)c1	0.5	-20%	-7%	-14%	-16%	10%	?	-5%	-1%
C#CCOCCOCCOCCNc1nc(N2CCN(C(=O)[C@H]([C@@H](C)CC)n3cc([C@@H](N)CO)nn3)CC2)nc(N2CCN(C(=O)[C@H](CCCCN)n3cc([C@@H](N)CC(C)C)nn3)CC2)n1	0.0	-6%	5%	5%	-5%	7%	1%	?	-1%
COc1cccc(C(=O)Nc2ccc3nc(SCCOc4ccccc4)sc3c2)c1	1.6	61%[activator]	7%	-4%	-5%	8%	?	1%	.
Cc1noc(C)c1S(=O)(=O)Nc1ccc(C(=O)Nc2ccc(Br)cc2)cc1	-1.7	-17%	-2%	-4%	-16%	?	?	-24%	.
CC(C)(C)c1nnc2sc(SCCN3C(=O)c4ccccc4C3=O)nn2c1=O	0.5	?	0%	-5%	8%	?	2%	-23%	13%
Nc1nc2c(nc(Sc3ccc(Cl)cc3)n2C2OC(CO)C(O)C2O)c(=O)[nH]1 (stereo not given)	.	-22%	.	-2%	-4%[60.1 µM]	.	.	.	-1%
COc1ccc(C)cc1NC(=O)CSc1cccc[n+]1[O-]	.	.	10%	.	21%	12%	.	-12%	15%
CC1(C)CC(=O)C=C(/C=C/c2ccccc2)C1	-0.9	.	-5%	.	-3%	-3%	.	-8%	10%
COc1ccccc1NC(=O)c1c(C)cc(C)nc1SCC(=O)Nc1ccc(C)cc1	-0.6	0%	0%	-6%	-13%	1%	15%	5%	.
CCOC(=O)C1=CN(Cc2cccc(-c3cccnc3)c2)S(=O)(=O)N(C)C1C (stereo not given)	.	.	-8%	.	-4%	-18%	.	2%	-13%
CC(=O)N1CCC[C@@]2(CCN(C(=O)Nc3ccccc3)C2)C1	.	.	.	5%	8%[60.1 µM]	.	.	10%[57.4 µM]	19%
CCN(CC)S(=O)(=O)c1ccc(N2CCCC2)c(NS(=O)(=O)c2ccc(OC)cc2)c1	-0.7	-18%	-10%	-3%	-4%	35%[activator]	0%	?	-1%
Cc1ccc(S[C@@H](CCN2CC[C@H](NC(=O)OCc3ccccc3)CCC2=O)c2ccccc2)cc1	0.0	44%[activator]	-9%	-8%	-21%&-8%	6%&24%	1%	?	0%
Cc1ccc(OCC(=O)N2CCN(C(=O)c3ccco3)CC2)cc1	-0.4	-5%	7%	-1%	-1%	130%[activator]	?	-5%	2%
CCc1ccc(C(=O)c2cn(CC(=O)Nc3ccc4c(c3)OCCO4)c3ccc(CC)cc3c2=O)cc1	0.5	-15%	0%	-11%	-8%	24%	?	-24%	.
COc1ccc(C(=O)N2CCCCCC2)cc1S(=O)(=O)N1CCOCC1	1.1	-5%	-2%	-3%	6%	111%[activator]	31%	-10%	37%[activator]
CC(C)NC(=O)Nc1ccc2c(c1)N(C)C(=O)c1ccccc1S2	-0.2	?	9%	-5%	1%	-7%	-18%	-26%	.

Five compounds drawn at random from those above:
SMILES	TRHR agonist	Apoferritin bind	ERG-DNA inh	BLM inh	POLK inh	Pol iota inh	Pol beta inh	12-LOX inh	APE1 inh
COc1cc(C(=O)N[C@@H](C)C(=O)N2CCC3(CC2)NCCc2[nH]cnc23)cc(OC)c1OC	0.2	-3%	5%	1%	-9%	24%	14%	12%	10%
FC(F)(F)c1cccc(Cn2nnnc2-c2cccc(C(F)(F)F)c2)c1	0.5	-20%	-7%	-14%	-16%	10%	?	-5%	-1%
O=S(=O)(Nc1ccc(C(F)(F)F)cc1)c1ccc2c(c1)OCCO2	1.1	?	3%	-6%	-8%	5%	0%	0%	.
COc1ccc(C(=O)N2CCCCCC2)cc1S(=O)(=O)N1CCOCC1	1.1	-5%	-2%	-3%	6%	111%[activator]	31%	-10%	37%[activator]
COc1ccc(C)cc1NC(=O)CSc1cccc[n+]1[O-]	.	.	10%	.	21%	12%	.	-12%	15%

Going on with the list:
SMILES	TRHR agonist	Apoferritin bind	ERG-DNA inh	BLM inh	POLK inh	Pol iota inh	Pol beta inh	12-LOX inh	APE1 inh
O=C(NCc1ccco1)c1ccccc1-c1nc(-c2ccc(F)cc2)no1	-0.3	-5%	-6%	-3%	0%	16%	32%	25%	-2%
CC[C@]12c3[nH]c4ccc(OC)cc4c3CCN1C(=O)C(CC(=O)NCC13CC4CC(CC(C4)C1)C3)C[C@@H]2C(=O)N1CCN(C(=O)C2CC2)CC1 (stereo not given in full)	.	.	-3%	.	-1%	3%	.	0%	-1%
CC(C)(O)C#Cc1ccc(C(=O)N2CCN(C(=O)c3ccco3)CC2)cc1	1.2	-4%	9%	-2%	-2%	13%	4%	-6%	-1%
Cc1cc(NC(=O)CCC2COc3ccccc3O2)no1 (stereo not given)	-0.1	-9%	1%	-4%	-5%	-1%	28%	0%	7%
COc1ccc(CCN2CC(C(=O)N3CCN(C(C)=O)CC3)CCC2=O)cc1 (stereo not given)	0.8	2%	1%	-3%	-11%	12%	16%	0%	17%
CCOC(=O)C1=C(CSc2n[nH]c(N)n2)NC(=O)NC1C (stereo not given)	0.4	-12%	-6%	-2%	0%	2%	1%	-13%	-1%
Cc1ccc(S(=O)(=O)NCC(=O)NCCc2c[nH]c3ccccc23)cc1C	-0.8	-14%	13%	-10%	6%	21%	24%	-3%	11%
O=C(CCC(=O)N(CC(=O)NC1CCCC1)C1CCCCC1)Nc1ccccn1	0.2	-7%	-10%	-2%	15%	-12%	3%	-6%	4%
Nc1c(C(=O)Nc2ccc(F)cc2)sc2nc(-c3cccs3)cc(C(F)(F)F)c12	100*	57%[activator]	-6%	-1%	2%	?	11%	3%	.
CC(CO)NCC12CC3CC(CC(C3)C1)C2 (stereo not given)	0.3	-10%	5%	0%	-6%	144%[activator]	59%	-8%	0%
CN1CCN(S(=O)(=O)c2ccc3c(c2)NC(=O)C2CCCN32)CC1 (stereo not given)	0.0	-10%	6%	1%	-5%	5%	-3%	-19%	-4%
Cc1sc2nc(CSc3n[nH]c(N)n3)[nH]c(=O)c2c1C	-0.8	-7%	-8%	5%	6%	-16%	5%	5%	11%
